Bioassay records from PubChem.
Gli-Sufu antag: Gli-Sufu pathway antagonists, primary screen, luciferase luminescence, Sufu-KO-LIGHT cells, uHTS; Sufu-KO-LIGHT fibroblasts, Gli luciferase reporter luminescence; inhibition, % at 5 µM; 340,000 tested, 0.74% active; AID 588413, 2011;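 active = inhibition above about 55%, limit read from the data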;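 note: 0% = DMSO-treated cells and 100% = wells with medium but no cells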
EBI2 antag: EBI2 receptor antagonists, beta-arrestin recruitment, primary screen, cell-based, luminescence, 7a,25-OHC stimulation, uHTS; inhibition, % at 5 µM; 360,000 tested, 0.81% active; G-protein coupled receptor 183 (Homo sapiens), P32249; 7a,25-OHC stimulated; in the data active = inhibition above about 38%;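 note: enzyme fragment complementation signal reports receptor beta-arrestin coupling in cells; 0% = agonist plus DMSO wells and 100% = wells without agonist; some results beyond the cut were filed as inactive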
APJ antagonist: antagonists of human apelin receptor APJ, primary screen, CHO-K1 cells, beta-arrestin complementation, luminescence. P35414. inhibition, % at 20 µM. 330,000 tested, 0.32% active. AID 2521, 2010;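 active = inhibition above about 40% at 20 µM, limit read from the data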;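 note: cells challenged with 10 nM apelin-13 agonist together with compound; plate controls were apelin-13 plus DMSO wells for no effect and DMSO wells lacking apelin-13 for full effect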
Target sequence (P35414 whole entry, looked up): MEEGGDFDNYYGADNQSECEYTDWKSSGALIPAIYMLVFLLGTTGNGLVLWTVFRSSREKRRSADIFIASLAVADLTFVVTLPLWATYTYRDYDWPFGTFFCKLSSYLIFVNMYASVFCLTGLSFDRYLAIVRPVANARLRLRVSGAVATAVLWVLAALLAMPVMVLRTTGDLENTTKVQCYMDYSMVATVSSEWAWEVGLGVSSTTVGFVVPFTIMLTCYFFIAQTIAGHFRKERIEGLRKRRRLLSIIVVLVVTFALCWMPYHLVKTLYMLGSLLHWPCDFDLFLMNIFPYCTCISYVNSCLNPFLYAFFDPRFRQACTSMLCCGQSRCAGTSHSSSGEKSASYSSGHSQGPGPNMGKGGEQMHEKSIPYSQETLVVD
CXCR6 block: CXCR6 receptor inhibitors, primary screen, cell-based, beta-arrestin, luminescence, CHO-K1 PathHunter, 1536-well; 360,000 tested, 0.36% active; inhibition, % at 20 µM; in the data active = inhibition above about 34%, passing the limit was not always enough;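 note: antagonist mode with CXCL16 agonist at 10 nM final; 0% = 10 nM CXCL16 with DMSO and 100% = unstimulated wells without agonist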
Target sequence (O00574 whole entry, looked up): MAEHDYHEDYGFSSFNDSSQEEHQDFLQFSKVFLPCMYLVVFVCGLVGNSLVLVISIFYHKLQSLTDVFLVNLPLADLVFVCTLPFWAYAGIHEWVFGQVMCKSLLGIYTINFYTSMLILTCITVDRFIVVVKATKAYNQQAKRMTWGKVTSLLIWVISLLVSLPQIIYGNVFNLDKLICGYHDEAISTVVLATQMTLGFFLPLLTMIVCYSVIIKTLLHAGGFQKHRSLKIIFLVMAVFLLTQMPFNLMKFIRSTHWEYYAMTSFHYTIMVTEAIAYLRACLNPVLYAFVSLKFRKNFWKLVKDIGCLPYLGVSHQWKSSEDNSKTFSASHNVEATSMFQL
UBC13 inh: UBC13 polyubiquitin chain formation inhibitors, primary screen, biochemical, TR-FRET, uHTS; 330,000 tested, 0.47% active; AID 485273, 2010; inhibition, % at 20 µM; in the data active = inhibition above about 45%, passing the limit was not always enough
Target sequence (P61088 whole entry, looked up): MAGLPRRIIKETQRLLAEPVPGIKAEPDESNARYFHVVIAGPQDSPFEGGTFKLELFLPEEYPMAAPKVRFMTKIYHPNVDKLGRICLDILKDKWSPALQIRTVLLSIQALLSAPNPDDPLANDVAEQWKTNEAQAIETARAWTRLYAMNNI
697 NFkB inh: inhibitors of PMA/ionomycin-induced NF-kB reporter, 697 cells, primary screen, B-cell NF-kB inhibitor project, cell-based, luminescence, uHTS; 697 B-cell NF-kB luciferase reporter, 16 h; inhibition, % at 4 µM; 330,000 tested, 0.33% active; in the data active = inhibition above about 35%
Jurkat NFkB inh: inhibitors of induced NF-kB luciferase reporter, primary screen, TCR NF-kB activation inhibitor project, cell-based, luminescence, uHTS; Jurkat, PMA/ionomycin-induced NF-kB luciferase reporter; inhibition, % at 4 µM; 330,000 tested, 0.53% active; AID 435003, 2010; in the data active = inhibition above about 50%
CCR6 antag: CCR6 receptor antagonists, primary screen, cell-based, CHO-K1, luminescence, beta-arrestin, uHTS; AID 493098, 2011; inhibition, % at 20 µM; 340,000 tested, 0.49% active; CHO-K1 CCR6 PathHunter beta-arrestin, CCL20-stimulated;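 active = compounds whose inhibition of the agonist-driven luminescence signal at 20 µM reaches about 50%, limit read from the data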;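 note: cells stimulated with CCL20 at 14 nM final; plate controls were DMSO with CCL20 for no effect and DMSO without agonist for full effect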
* hit, by the source's call.

How did Cc1cccc(C)c1-n1c(=O)n(Cc2ccccc2)c(=O)c2[nH]cnc21 do in these assays?
Gli-Sufu antag: -6; EBI2 antag: 8; APJ antagonist: -6; CXCR6 block: -8; UBC13 inh: 4; 697 NFkB inh: 20; Jurkat NFkB inh: 7; CCR6 antag: -1

Results for Cc1ccc(-c2nn(CC(=O)Nc3cccnc3)c(=O)c3ccccc23)cc1 ?
Gli-Sufu antag: 8; EBI2 antag: 12; APJ antagonist: -1; CXCR6 block: 17; UBC13 inh: 4; 697 NFkB inh: -9; Jurkat NFkB inh: 0; CCR6 antag: -5

What do the screens show for `COc1ccc(CN2CCN(CC(O)Cn3c4ccccc4c4ccccc43)CC2)cc1` (stereo not drawn)?
Gli-Sufu antag: 18; EBI2 antag: -5; APJ antagonist: -7; CXCR6 block: -15; UBC13 inh: 24; 697 NFkB inh: -9; Jurkat NFkB inh: -7; CCR6 antag: 1

Results for COCCn1c(SCC(=O)c2ccc3c(c2)OCCO3)nnc1-c1ccoc1C ?
Gli-Sufu antag: -2; EBI2 antag: -4; APJ antagonist: 6; CXCR6 block: 5; UBC13 inh: -5; 697 NFkB inh: -19; Jurkat NFkB inh: -19; CCR6 antag: 10

What do the screens show for `CCCCCn1nnc2c(=O)oc3ccccc3c21`?
Gli-Sufu antag: -7; EBI2 antag: -3; APJ antagonist: 1; CXCR6 block: -1; UBC13 inh: 5; 697 NFkB inh: 3; Jurkat NFkB inh: 2; CCR6 antag: 34

What do the screens show for `Cc1ccc(CNC(=O)c2cn(C3CCCC3)c(=O)c3c2c2ccccc2n3C)o1`?
APJ antagonist: 16; UBC13 inh: 25; 697 NFkB inh: 22; Jurkat NFkB inh: -1

What do the screens show for `COC(=O)Cn1cc(C(=O)c2cccs2)c2ccccc21`?
Gli-Sufu antag: 2; EBI2 antag: -3; APJ antagonist: -9; CXCR6 block: 6; UBC13 inh: 28; 697 NFkB inh: 18; Jurkat NFkB inh: 2; CCR6 antag: 1

What do the screens show for `C=C(C)COc1ccc(-c2n[nH]c(C)c2Oc2ccccc2OC)c(O)c1`?
Gli-Sufu antag: -16; EBI2 antag: 19; APJ antagonist: 4; CXCR6 block: 6; UBC13 inh: -1; 697 NFkB inh: 1; Jurkat NFkB inh: 8; CCR6 antag: 0

How did COc1ccc(Br)c(C(=O)N2CCN(S(=O)(=O)/C=C/c3ccccc3)CC2)c1 do in these assays?
Gli-Sufu antag: -6; EBI2 antag: 15; APJ antagonist: 3; CXCR6 block: 3; UBC13 inh: 8; 697 NFkB inh: 5; Jurkat NFkB inh: 3; CCR6 antag: -3

Results for COc1ccc(OC)c2[nH]c(=O)c(CCNS(=O)(=O)c3ccc(C)cc3)cc12 ?
Gli-Sufu antag: -5; EBI2 antag: 10; APJ antagonist: 10; CXCR6 block: 1; UBC13 inh: 6; 697 NFkB inh: 25; Jurkat NFkB inh: 8; CCR6 antag: 1

What do the screens show for `Cc1cccc(NC(=O)C2CCN(C(=O)c3ccccc3C)CC2)n1`?
Gli-Sufu antag: -3; EBI2 antag: -12; APJ antagonist: -6; CXCR6 block: 5; UBC13 inh: 10; 697 NFkB inh: 18; Jurkat NFkB inh: -14; CCR6 antag: 0

How did CC(C)Cc1nnc(NS(C)(=O)=O)s1 do in these assays?
Gli-Sufu antag: 5; EBI2 antag: -6; APJ antagonist: -15; CXCR6 block: -4; UBC13 inh: 10; 697 NFkB inh: 15; Jurkat NFkB inh: 6; CCR6 antag: 10

How did O=C(Nc1nnc(SCC(=O)N2CCCCC2)s1)c1ccccc1F do in these assays?
Gli-Sufu antag: -1; EBI2 antag: -7; APJ antagonist: 11; CXCR6 block: 4; UBC13 inh: -7; 697 NFkB inh: -39; Jurkat NFkB inh: -14; CCR6 antag: 8

Results for O=C(CSc1ccccc1)NC(=O)NCc1ccccc1 ?
Gli-Sufu antag: -5; EBI2 antag: 3; APJ antagonist: -1; CXCR6 block: -3; UBC13 inh: 10; 697 NFkB inh: 16; Jurkat NFkB inh: 8; CCR6 antag: 8

Results for O=C(Nc1ccc(N2CCOCC2)cc1)c1cc2ccccc2o1 ?
Gli-Sufu antag: -89; EBI2 antag: 0; APJ antagonist: -32; CXCR6 block: -11; UBC13 inh: 5; 697 NFkB inh: -109; Jurkat NFkB inh: -117; CCR6 antag: 4

How did Cc1ccc(C(=O)N(C)Cc2ccc(N3CCOCC3)cc2)cc1S(=O)(=O)NCc1ccccc1 do in these assays?
Gli-Sufu antag: -2; EBI2 antag: 2; APJ antagonist: 7; CXCR6 block: -6; UBC13 inh: 10; 697 NFkB inh: -6; Jurkat NFkB inh: 14; CCR6 antag: 12

What do the screens show for `CC(=O)N/C(=C\c1ccccc1)C(=O)OC(C)C(=O)c1ccccc1` (stereo not drawn)?
Gli-Sufu antag: -9; EBI2 antag: 8; APJ antagonist: 1; CXCR6 block: 3; UBC13 inh: 2; 697 NFkB inh: 15; Jurkat NFkB inh: 8; CCR6 antag: 8

How did Cc1cccc(C(=O)N2CCCC(Nc3ccc(F)c(F)c3)C2)n1 (stereo not drawn) do in these assays?
Gli-Sufu antag: -11; EBI2 antag: -11; APJ antagonist: 11; CXCR6 block: 14; UBC13 inh: -4; 697 NFkB inh: -2; Jurkat NFkB inh: -14; CCR6 antag: -3

What do the screens show for `Cc1ccc2nc(SCc3ccccc3)c(C=O)c(=O)n2c1`?
Gli-Sufu antag: -1; EBI2 antag: -16; APJ antagonist: 14; CXCR6 block: 4; UBC13 inh: -1; 697 NFkB inh: 0; Jurkat NFkB inh: -10; CCR6 antag: -5

What do the screens show for `Cc1ccc2occ(/C=N/NC(=O)c3ccccc3O)c(=O)c2c1`?
Gli-Sufu antag: -4; EBI2 antag: 3; APJ antagonist: 21; CXCR6 block: -4; UBC13 inh: -4; 697 NFkB inh: -19; Jurkat NFkB inh: 16; CCR6 antag: -10

Results for Cc1cccc(CN2CCN(CC(=O)NCCCN3CCCC3=O)C2=O)c1 ?
Gli-Sufu antag: -4; EBI2 antag: 2; APJ antagonist: 6; CXCR6 block: -4; UBC13 inh: -5; 697 NFkB inh: 8; Jurkat NFkB inh: -2; CCR6 antag: -6

What do the screens show for `O=C(N/N=C/c1cc(O)ccc1Br)c1cccnc1`?
Gli-Sufu antag: 3; EBI2 antag: 7; APJ antagonist: -18; CXCR6 block: -13; UBC13 inh: -19; 697 NFkB inh: -50; Jurkat NFkB inh: 19; CCR6 antag: 29

Results for O=Cc1cn(CC(=O)Nc2ccccc2)c2ccccc12 ?
Gli-Sufu antag: 29; EBI2 antag: -5; APJ antagonist: -25; CXCR6 block: -15; UBC13 inh: -4; 697 NFkB inh: -4; Jurkat NFkB inh: 7; CCR6 antag: -11

What do the screens show for `O=C(Nc1ccc(N2CCCC2)cc1)c1cc([N+](=O)[O-])ccc1N1CCOCC1`?
Gli-Sufu antag: -12; EBI2 antag: 21; APJ antagonist: 8; CXCR6 block: 13; UBC13 inh: -6; 697 NFkB inh: -5; Jurkat NFkB inh: 4; CCR6 antag: 22

Results for O=S(=O)(Nc1ccc(-c2nc3cccnc3s2)cc1)c1cccs1 ?
Gli-Sufu antag: -23; EBI2 antag: -9; APJ antagonist: 1; CXCR6 block: -17; UBC13 inh: 2; 697 NFkB inh: -26; Jurkat NFkB inh: -25; CCR6 antag: -5

Results for Cc1cc(N/N=C\c2ccccc2)nc(-c2ccccc2O)n1 ?
Gli-Sufu antag: -25; EBI2 antag: 16; APJ antagonist: -16; CXCR6 block: 5; UBC13 inh: 18; 697 NFkB inh: 1; Jurkat NFkB inh: -25; CCR6 antag: 9

Results for COc1cc(C(=S)N2CCN(C(c3ccccc3)c3ccccc3)CC2)cc(OC)c1O ?
Gli-Sufu antag: 2; EBI2 antag: 18; APJ antagonist: -1; CXCR6 block: 18; UBC13 inh: 5; 697 NFkB inh: -20; Jurkat NFkB inh: -9; CCR6 antag: 16

How did Cc1ccc(NC(=O)COC(=O)COc2ccc3ccc(=O)oc3c2)cc1[N+](=O)[O-] do in these assays?
Gli-Sufu antag: -13; EBI2 antag: -1; APJ antagonist: -2; CXCR6 block: 2; UBC13 inh: 5; 697 NFkB inh: 21; Jurkat NFkB inh: 9; CCR6 antag: 3

What do the screens show for `CN1CCN(S(=O)(=O)c2cccc(C(=O)N(C)Cc3c(F)cccc3Cl)c2)CC1`?
Gli-Sufu antag: -1; EBI2 antag: -6; APJ antagonist: -32; CXCR6 block: -1; UBC13 inh: 13; 697 NFkB inh: 9; Jurkat NFkB inh: -27; CCR6 antag: 4

What do the screens show for `CC(C)Cn1c2c(c(O)c(C(=O)Nc3ncccc3O)c1=O)CCCC2`?
Gli-Sufu antag: 0; EBI2 antag: -14; APJ antagonist: 8; CXCR6 block: -3; UBC13 inh: -10; 697 NFkB inh: 13; Jurkat NFkB inh: 16; CCR6 antag: -16

How did O=C(Nc1ccccc1)OCCOc1ccccc1Br do in these assays?
Gli-Sufu antag: -25; EBI2 antag: -7; APJ antagonist: -17; CXCR6 block: -4; UBC13 inh: 2; 697 NFkB inh: -23; Jurkat NFkB inh: -28; CCR6 antag: 12

How did COc1cc(C=O)cc(Br)c1OCC(N)=O do in these assays?
Gli-Sufu antag: -26; EBI2 antag: -1; APJ antagonist: 4; CXCR6 block: -6; UBC13 inh: 6; 697 NFkB inh: -3; Jurkat NFkB inh: -5; CCR6 antag: 6

What do the screens show for `COCCCNc1nc2ccccc2nc1NS(=O)(=O)c1cccc(C)c1`?
Gli-Sufu antag: 9; EBI2 antag: -16; APJ antagonist: -2; CXCR6 block: -1; UBC13 inh: 1; 697 NFkB inh: -6; Jurkat NFkB inh: 10; CCR6 antag: -7

What do the screens show for `CC(C)(C)C(=O)Nc1cc(S(=O)(=O)Nc2ccc(Cl)cc2)ccc1O`?
Gli-Sufu antag: 0; EBI2 antag: 9; APJ antagonist: -9; CXCR6 block: -5; UBC13 inh: 5; 697 NFkB inh: 9; Jurkat NFkB inh: 8; CCR6 antag: -8

How did COc1ccc(-c2c(C#Cc3ccsc3)c3cc(-c4ccc5c(c4)OCCO5)ccc3n2C)cc1 do in these assays?
Gli-Sufu antag: 9; EBI2 antag: 1; APJ antagonist: 18; CXCR6 block: 7; UBC13 inh: 14; 697 NFkB inh: 2; Jurkat NFkB inh: 10; CCR6 antag: -1

How did COc1ccc(Cc2nnc(-c3ccc(F)cc3)o2)cc1OC do in these assays?
Gli-Sufu antag: 7; EBI2 antag: -1; APJ antagonist: 22; CXCR6 block: 5; UBC13 inh: 2; 697 NFkB inh: -3; Jurkat NFkB inh: 5; CCR6 antag: 5

How did CCc1nnc(NC(=O)Cn2ccc(C(F)(F)F)n2)s1 do in these assays?
Gli-Sufu antag: 4; EBI2 antag: -4; APJ antagonist: -20; CXCR6 block: -3; UBC13 inh: 13; 697 NFkB inh: 4; Jurkat NFkB inh: -11; CCR6 antag: -4

Results for CCN(CC)C(=O)CC(c1ccc(N(C)C)cc1)c1c(OC)cc(OC)c2c(-c3ccccc3)cc(=O)oc12 (stereo not drawn) ?
Gli-Sufu antag: 11; EBI2 antag: 9; APJ antagonist: 15; CXCR6 block: 21; UBC13 inh: 3; 697 NFkB inh: 22; Jurkat NFkB inh: 30; CCR6 antag: 21

Results for Cc1ccc(NC(=O)CN2C(=O)CC(C)S(=O)(=O)c3ccccc32)cc1 (stereo not drawn) ?
EBI2 antag: -4; APJ antagonist: 16; CXCR6 block: -2; UBC13 inh: -2; 697 NFkB inh: -4; Jurkat NFkB inh: 4; CCR6 antag: -3

What do the screens show for `Cc1[nH]c(=O)[nH]c(=O)c1S(=O)(=O)N1CCOCC1`?
Gli-Sufu antag: 6; EBI2 antag: -23; APJ antagonist: -1; CXCR6 block: -1; UBC13 inh: -12; 697 NFkB inh: -4; Jurkat NFkB inh: -8; CCR6 antag: 2
